Screening data (PubChem BioAssay)
HePTP inh: blocks human HePTP tyrosine phosphatase; 0.64% of 110,000 active; recombinant HePTP phosphatase activity, OD absorbance; AID 521; P35236; inhibition, % at 20 µM; in the data active = inhibition above about 50%;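 also: plate controls were vehicle for no effect and reference inhibitor for full effect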
Target sequence (P35236 whole entry, looked up): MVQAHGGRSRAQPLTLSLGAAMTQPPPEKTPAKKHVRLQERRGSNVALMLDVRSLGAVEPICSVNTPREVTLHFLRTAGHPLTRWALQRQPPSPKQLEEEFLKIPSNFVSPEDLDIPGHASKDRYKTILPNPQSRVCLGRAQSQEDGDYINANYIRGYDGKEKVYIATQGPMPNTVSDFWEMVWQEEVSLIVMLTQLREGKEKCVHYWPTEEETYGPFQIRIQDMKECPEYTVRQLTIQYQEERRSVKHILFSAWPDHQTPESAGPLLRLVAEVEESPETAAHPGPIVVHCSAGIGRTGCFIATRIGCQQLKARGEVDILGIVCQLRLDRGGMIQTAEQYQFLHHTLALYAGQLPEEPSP
BAP1 inh: blocks human BAP1 ubiquitin-AMC hydrolysis; Q92560; recombinant BAP1, Ub-AMC hydrolysis fluorescence kinetic; hits give low values; activity remaining (% of control), % at 20 µM; 0.48% of 72,000 active;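 active = activity remaining at or below 50% of control, provided the compound also passes the data quality filters; inactive = the rest, including low values that fail the filters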;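 also: 100% = DMSO wells rate and 0% = substrate alone blank rate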
Starred values were filed as active, the others as inactive; i = inactive; / = no result given; & = joins results of further samples. Compounds as they come; overall some 0.83% were active at least once.

SMILES	HePTP inh	BAP1 inh
CCOC(=O)Cn1c(=O)c2c(nc3n2CCN3c2ccc(C)cc2)n(C)c1=O	12.9	/
CCCCc1cc(=O)oc2c(CN3CCCC3)c(O)ccc12	-0.8	/
Nc1nc(/C=C/c2cccc([N+](=O)[O-])c2)cc(/C=C/c2cccc([N+](=O)[O-])c2)n1	5.4	/
COC(=O)c1ccc(Oc2nc3ccccc3n3c(C)nnc23)cc1	10.3	86.0
CC(C)[C@H](NC(=O)OC(C)(C)C)c1nnc(S(=O)(=O)Cc2c(F)cccc2Cl)o1	2.9	103.6
COC(=O)c1sc(=S)n(-c2cccc(Cl)c2)c1N	9.4	83.3
COc1ccc(C(=O)Nc2ccccc2C(=O)NC(Cc2c[nH]c3ccccc23)C(=O)O)cc1 (stereo not drawn)	0.1	/
COC(=O)C(NC(C)=O)(Nc1ccccn1)C(F)(F)F (stereo not drawn)	8.2	77.7
O=C(C1CCCCC1)N1CC(=O)N2CCc3ccccc3C2C1 (stereo not drawn)	-6.2&6.2	77.7&76.1&82.5
OC[C@H]1O[C@@H](n2cnc3c(Nc4ccccc4)ncnc32)[C@H](O)[C@@H]1O	9.1	115.3
CC(OC(=O)c1cc2sccc2n1C)C(=O)NCc1ccco1 (stereo not drawn)	3.9	91.2
COC(=O)c1ccc(C(=O)Nc2cc(Cl)ccc2Cl)cc1NC(=O)C(C)Oc1ccccc1 (stereo not drawn)	66.4*	/
COc1ccccc1NC(=O)CC1S/C(=N\N=C(/C)c2cccc(NC(C)=O)c2)NC1=O (stereo not drawn)	8.4	/
C=CCNC(=O)c1ccc(OCc2ccccc2)cc1	3.2	/
O=C(COc1ccc2ccccc2c1)N/N=C/c1ccccc1[N+](=O)[O-]	3.7	/
CCOC(=O)C1=C(C)Nc2nc(C)nn2C1c1ccc(C)cc1 (stereo not drawn)	5.3	90.9
O=C(CCNc1ccc(F)cc1)c1ccc(Cl)c(Cl)c1	-10.6	/
COc1ccc(OC)c(NC(=O)Cn2c(CCC(=O)O)ccc2-c2cccs2)c1	9.2	/
Cc1cc(C)n2cc(CSc3ncccc3C(=O)O)nc2n1	6.5	/
O=C(NCC1(c2ccccc2)CCCC1)c1ccccc1	-2.8	/
COc1ccc(NC(=O)Cc2ccc(Br)cc2)c(OC)c1	4.3	/
CC12C=CC(C)(O1)C1C(=O)N(c3ccc(Br)cc3)C(=O)C12 (stereo not drawn)	9.2	/
CC(=O)Nc1nonc1-c1nc2ccccc2n1CC1CC1	6.5	91.2
CCOC(=O)C1CCN(C(=O)Nc2ccc3nc(C)c(C)nc3c2)CC1	11.0	/
O=C(NCCCN1CCOCC1)c1c(O)c2cc(Br)cc(Br)c2[nH]c1=O	-2.6	98.1
CCOc1ccc(/C(O)=C2/C(=O)C(=O)N(CCOCCO)C2c2cccnc2)cc1 (stereo not drawn)	-2.4	84.7
Cc1cc(C)nc(/N=C(/NC(=O)c2ccccc2)Nc2cccc(C(F)(F)F)c2)n1	9.0	/
CCOC(=O)c1sc(-c2ccccc2)cc1N	-1.1	91.9
O=C(/C=C/c1ccccc1)NCc1ccc(Cl)cc1	8.7	/
Cc1ccc(CS(=O)(=O)CCC(=O)NCCN2CCCCC2C)cc1 (stereo not drawn)	-0.5	102.8
CC(=O)N(c1ccc(C(C)C)cc1)C1C=CS(=O)(=O)C1 (stereo not drawn)	4.4	107.8
Cc1nn2cc(-c3ccc(Cl)cc3)nc2s1	2.0	82.3
C=CCn1c(-c2cccs2)nc2nc3ccccc3nc21	8.2	i
CC(C)OCCCNC(=O)C(=O)NCCc1ccc(Cl)cc1	5.3	/
CCN(CC)CCN1C(=O)C(O)=C(C(=O)/C=C/c2ccccc2)C1c1ccc(F)cc1 (stereo not drawn)	-5.0	/
CC(OC(=O)c1ccco1)C(=O)NCc1cccs1 (stereo not drawn)	5.4	108.0
CCNC(=NCCc1ccc(OC)c(OC)c1)SC1CC(=O)N(c2ccccc2F)C1=O (stereo not drawn)	3.2	/
O=C1NC(=S)NC(=O)C1=Cc1ccccc1OCc1ccccc1Cl	8.3	/
OCC1(CO)COC2(CCN(Cc3ccccc3)CC2)N1	3.1	/
COc1ccc(-n2c(Cc3cccn3C)nnc2SCC(=O)Nc2ccc3c(c2)OCO3)cc1	-3.5	89.2
COCCN(CCOC)S(=O)(=O)c1ccc(OC)cc1	1.3	94.9
CC(=O)Nc1cccc(NS(=O)(=O)c2ccccc2)c1	-6.3	/
Cc1noc(C)c1CSc1nnc(-c2c[nH]c3ccccc23)n1-c1ccc(Cl)cc1	-2.6	82.7
COC(=O)c1ccccc1NC(=O)Cn1nc(C(F)(F)F)c2c1CCC2	-10.9	100.1
O=c1c2c3c(sc2n2cnnc2n1-c1ccccc1)N(Cc1ccccc1)CCC3	3.6	101.2
N#Cc1c(N)c(C#N)c(-c2ccc(O)cc2)c2c1CCCC2	-5.8	/
O=C(O)CSc1nnc(Cc2ccccc2)n1-c1ccccc1	0.2	124.9
COCCn1c(SCC(=O)Nc2cccc(OC)c2)nnc1-c1ccccc1	-6.7	158.9
CCCOc1ccc2oc(=O)c3c(c2c1)CCCN3C(=O)CN1CCN(C(=O)c2ccco2)CC1	1.7	64.7
CCCCNCCCCOc1cc(C)c(Cl)c(C)c1	5.1	/
More entries:
SMILES	HePTP inh	BAP1 inh
COc1ccc(-c2csc(NC(=O)CCc3ccccc3)c2C(=O)O)cc1	8.0	/
CC(C)c1cccc(C(C)C)c1NC(=O)C(F)(F)F	-1.4	/
O=C(/C=C/c1ccc(F)cc1)Nc1cccc2cccnc12	7.0	/
CCC(C(=O)Nc1cccc(C(C)=O)c1)c1ccccc1 (stereo not drawn)	4.2	/
CCCOc1ccc(-c2nnn(CC(=O)c3ccc4c(c3)OCCO4)n2)cc1	6.7	82.9
O=C(Cc1ccc([N+](=O)[O-])cc1)N/N=C/c1cccnc1	-10.0	/
COc1cccc(C(=O)Nc2ccc(NC(C)=O)cn2)c1	7.8	98.4
O=C(c1ccco1)N1CCN(c2ccc(Cl)c(Cl)c2)CC1	/	120.0
CCSc1nc2ccccc2n1C(=O)/C=C/c1cccs1	-14.5	/
Nc1nncn1C(=O)c1c(Cl)cccc1Cl	8.2	121.4
O=C1c2ccccc2NC(c2ccc(Cl)cc2Cl)N1Cc1ccccc1 (stereo not drawn)	2.3	/
COc1ccc2c(=O)cc(C(F)(F)F)oc2c1	-15.4	/
CCOc1cc2[nH]c(=S)n(CCCN3CCN(C)CC3)c(=O)c2cc1OCC	0.0	92.0
CCCCCCCCCCCCC/C=C/C(O)C(N)CO (stereo not drawn)	/	36.0*
CN(C)c1ccc(C2CC(c3ccc(Br)cc3)=NN2C(=O)CCC(=O)O)cc1 (stereo not drawn)	-2.9	123.0
O=C(NCc1ccco1)c1cccn2c(=O)c3sccc3nc12	8.6	89.8
COCc1nnc(NC(=O)CC(C)c2ccccc2)s1 (stereo not drawn)	3.6	98.2
Cc1csc(NC(=O)c2cccnc2)n1	7.7	/
Cc1ccc(OCC(O)Cn2cnc3cc(C)c(C)cc32)cc1 (stereo not drawn)	-18.9	/
O=C(CN(Cc1ccccc1)S(=O)(=O)c1ccccc1)NCc1ccc(Cl)cc1	-15.1	/
O=C1C2C3c4ccccc4C(Br)(c4ccccc43)C2C(=O)N1c1ccc([N+](=O)[O-])cc1 (stereo not drawn)	/	112.0
Cc1ccc(N2C(=O)CC(Sc3nc4ccccc4s3)C2=O)cc1C (stereo not drawn)	9.6	/
O=C(NCCCCOc1ccccc1)C(O)(c1ccc(Cl)cc1)c1ccc(Cl)cc1	-16.2	/
Cc1ccc(C)c(OCCCC(=O)O)c1	7.6	70.4
COc1ccc2cc(CCNC(=O)C(C)C)c(=O)[nH]c2c1	2.9	91.9
O=C1NC(=O)N(c2ccccc2)C(=O)/C1=C\c1ccc(-c2ccc(F)cc2)o1	-7.8	/
CC(C)N(C(=O)C1CC(=O)OC12CCCCC2)C(C)C (stereo not drawn)	-2.0	/
Oc1ccc(/C=N/Nc2cc(N3CCOCC3)nc(N3CCOCC3)n2)cc1	-2.6	/
CCCC(=O)Nc1nnc(COc2ccccc2)s1	7.4	/
Cc1ccc(C(=O)CCNc2ccc(F)c(Cl)c2)o1	6.8	124.0
Cc1nn(C(=O)c2ccco2)c(C)c1CN1C(=O)c2ccccc2C1=O	-3.0	63.0
CC(=O)c1cccc(NC(=O)c2ccc(CN(c3ccccc3)S(C)(=O)=O)cc2)c1	-1.1	/
COc1cccc(/C=C2\SC(=S)N(CC(=O)Nc3nccs3)C2=O)c1	-4.7	/
CCOc1cccc2cc(C(N)=O)c(=Nc3sc4c(c3C(N)=O)CCCC4)oc12	/	169.1
O=C1NC(=O)N(c2ccc(Cl)cc2)C(=O)/C1=C/c1ccc(-c2ccc(Cl)cc2[N+](=O)[O-])o1	1.3	/
O=S(=O)(c1ccc(Cl)cc1)N1CCN(Cc2ccc3c(c2)OCO3)CC1	7.3	/
CC1(C)CC(O)CC(C)(CN=Cc2c(O)n(-c3ccc(Cl)cc3)c(=O)[nH]c2=O)C1 (stereo not drawn)	-12.4	/
O=[N+]([O-])c1cccc(-c2noc(C34CC5CC(CC(C5)C3)C4)n2)c1	5.0	/
CCOC(=O)N1CCN(C(=O)CSCc2nc(-c3ccccc3F)oc2C)CC1	/	114.0
c1ccc2c(c1)[nH]c1c(N3CCC4(CC3)OCCO4)ncnc12	0.5	129.8
CCC1=NN(C(=O)c2ccncc2)C(O)(C(F)(F)F)C1 (stereo not drawn)	6.4	/
O=C(N/N=C/c1ccc([N+](=O)[O-])o1)c1ccc(O)cc1	102.0*	/
Cc1cc(NC(=O)C2C3C(=O)N(CCC(C)C)C(C(=O)NCc4ccccc4)C34C=CC2(C)O4)no1 (stereo not drawn)	12.7	100.6
Cc1ccccc1N(CC(=O)O)S(C)(=O)=O	-9.8	/
COc1cc(OC)c(OC)cc1CN1CCN(c2ccccc2OC)CC1	7.3	86.1
O=C1CC(N2CCN(c3ccc([N+](=O)[O-])cc3)CC2)C(=O)N1c1cccc(Cl)c1 (stereo not drawn)	-7.2	/
COC(=O)c1ccc(C2C(C(=O)OCCOc3ccccc3)=C(C)NC3=C2C(=O)CCC3)cc1 (stereo not drawn)	-3.8	/
CCCCOc1ccc(C(=O)Nc2cc3cc(Br)ccc3oc2=O)cc1	/	74.3
O=C1C(=O)N(CC2CCCO2)C(c2ccc(Br)cc2)/C1=C(/O)c1ccccc1 (stereo not drawn)	11.9	/
CC(C)(O)c1cc(=O)sc2nc3ccccc3n12	6.7	89.1
(list continues)
SMILES	HePTP inh	BAP1 inh
C=CCSc1ncccc1C(=O)NCc1ccccc1	-2.1	87.1
CCn1nc(CC(=O)Nc2nnc(CC(=O)N3CCCCC3)s2)c2ccccc2c1=O	1.4	95.5
O=C(Nc1cccc2ccccc12)N1CCN(Cc2ccccc2)CC1	1.3	103.1
Cc1cc(/C=C2\SC(=O)NC2=O)c(C)n1C1CCCCC1	-9.7	/
Cc1ccc(C(C)C)c(OC(=O)c2ccccc2Br)c1	0.9	/
Cc1ccc(-n2c(SCC(=O)NCC3CCCO3)nc3n[nH]c(C)c3c2=N)cc1Cl (stereo not drawn)	/	101.7
COc1ccc2c(CC(=O)OCC(=O)Nc3ccc4c(c3)OCO4)coc2c1	/	121.4
Cc1ccc(-c2csc(NC(=O)C3CC=CCC3C(=O)O)n2)cc1 (stereo not drawn)	-5.5	/
CCC1/C(=N\O)CC(c2ccco2)NC1c1ccco1 (stereo not drawn)	-17.7	/
CN(C)CCCN1C(=O)C(O)=C(C(=O)c2cc3ccccc3o2)C1c1ccccn1 (stereo not drawn)	2.3	/
CCSC(C)CC1CC(=O)CC(=O)C1C(=O)OC (stereo not drawn)	5.4	/
Cc1ccc(N2C(=O)/C(=C/C=C/c3ccccc3)C(=O)NC2=S)cc1	-2.3	/
COc1ccc(CCNC(=O)CN(c2cc(C)cc(C)c2)S(=O)(=O)c2ccc(OC)c(OC)c2)cc1OC	-0.9	/
CCc1ccc(N2CC(C(=O)Nc3ccccc3F)CC2=O)cc1 (stereo not drawn)	-0.3&-10.6	97.1
CC(=O)Nc1c(C(=O)C2CC2)oc2ccccc12	-8.4	56.9
COc1ccc2c(c1OC)C(=O)N(c1nccs1)C2	6.3	90.2
Cc1c(/C=C/c2nc3ccccc3c(=O)[nH]2)c2ccccc2n1C	12.0	/
CNC(=O)C1CC(=O)N(Cc2ccc3c(c2)OCO3)C(=Nc2ccc(F)cc2)S1 (stereo not drawn)	8.0	99.8
CC(=O)c1c(C(C)=O)c(C)n(-c2ccccc2N)c1C	-2.3	/
CCc1ccc(NC(=O)CSC2=C(C#N)C(c3ccco3)C3=C(CCCC3=O)N2)cc1 (stereo not drawn)	6.2	78.4
C=CCN1C(=O)/C(=C\c2ccc(OC)cc2)C(C(=O)OC)=C1C	2.3	/
O=C(Nc1ccc2ccccc2c1)c1cc(Cl)ccc1Cl	10.9	/
Cc1ccccc1N(CC(=O)NC(C)(C)C)S(C)(=O)=O	-7.2	/
CCOc1ccccc1C(=O)N(Cc1cccs1)C1CCS(=O)(=O)C1 (stereo not drawn)	2.3	100.6
